MITF act: increases MITF-driven TRPM1 promoter luciferase signal. AID 588334. SK-MEL-5 TRPM1-promoter luciferase, 24 h; % of positive control, neutral wells = 0. activation, % at 12.5 µM. hit rate 0.75% among 300,000;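 active means mean activation of at least 80% with every replicate also reaching 80%; inconclusive means mean reaches 80% but some replicate falls short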;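 further: 0% = neutral control wells and 100% = parthenolide positive control wells; values of inactives mirror those of a sister screen read the other way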
NSD2 HMT inh: NSD2 (human) methyltransferase inhibition; O96028; NSD2 peptide methylation, AlphaScreen, 120 min; inhibition, % at 12.5 µM; hit rate 0.54% among 310,000; AID 743445; in the data active means inhibition above about 50%
CAL PDZ FP-1: inhibitors of human CAL PDZ peptide binding; Q9HD26; purified CAL PDZ, TMR-peptide fluorescence polarization, 1 h; inhibition, % at 20 µM; hit rate 0.02% among 330,000; AID 504414;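 active means highest replicate inhibition of at least 40%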;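 further: plate controls were DMSO neutral control wells for no effect and unlabeled competitor peptide control wells for full effect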
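Assay system – tagged CAL PDZ protein CerCALP, purified · Timing – 1 h at RT · Compound – single point, 20 µM · Measured by – fluorescence polarization from S- and P-plane intensities, G-factor corrected · Evaluation – inhibition from polarization loss · Probe or stimulus – TMR reporter peptide T*-PRC34 · Buffer or medium – pH 7.4 phosphate-saline buffer, reducing agent, detergent, IgG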
Rtt109 HAT inh: blocks Candida albicans Rtt109/Vps75 acetyltransferase activity. Q5AAJ8. purified Rtt109/Vps75, ThioGlo CoA-SH fluorescence, 4 h. inhibition, % at 34.9 µM. hit rate 0.16% among 330,000. AID 540336;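 active means inhibition of at least 50% in every replicate; inconclusive means best replicate reaches 50% inhibition but some replicates fall short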
PfHsp90 set2: reduces growth (ATP signal) of yeast expressing P. falciparum Hsp90 | S. cerevisiae expressing PfHsp90, BacTiter-Glo ATP, 48 h; yeast lacking PDR1 and PDR3 efflux regulators | inhibition, % at 9.4 µM | hit rate 0.32% among 310,000 | AID 504621;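 active means every replicate shows inhibition above about 80%, whatever the replicate mean, limit read from the data; inconclusive means mean inhibition reaches the set limit but some replicate falls short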;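 further: 0% = DMSO neutral controls and 100% = 20 µM radicicol positive controls; yeast relying on Plasmodium falciparum Hsp90 in place of its own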
CAL PDZ FP-2: inhibitors of human CAL PDZ peptide binding | purified CAL PDZ, TMR-peptide fluorescence polarization, 1 h | Q9HD26 | inhibition, % at 24.9 µM | AID 602252 | hit rate 0.92% among 300,000;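 active means mean inhibition of at least 30% with at least half of replicates also reaching 30%; inconclusive means no clear call, values can overlap the other calls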;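 further: 0% = DMSO neutral control and 100% = excess unlabeled competitor peptide PRC23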
SR-BI DiI inh: mouse SR-BI HDL lipid transfer inhibition. Q61009. ldlA[mSR-BI] CHO cells, DiI-HDL uptake fluorescence, 3 h. inhibition, % at 12.5 µM. hit rate 0.96% among 320,000. AID 488896;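 active means mean replicate inhibition of at least 70% and a set share of replicates each scoring 70 or more; inconclusive means meets just one of the two criteria; inactive means fails both criteria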;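 further: 0% = median of neutral control wells and 100% = median of positive control wells; values of inactives mirror those of a sister screen read the other way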
dFosB act: enhances mouse delta FosB homodimer DNA binding; purified delta FosB, TAMRA-CDK5 oligo fluorescence polarization; percent of positive-control signal above neutral wells; hit rate 0.99% among 340,000; P13346; activation, % at 25 µM;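 active means mean activation above about 17%, with every replicate also reaching it, limit read from the data, passing the limit was not always enough; inconclusive means only one of the two conditions met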;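 further: fluorescence polarization rise as delta FosB binds a TAMRA Cdk5 AP-1 oligo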
SR-BI uptake up: enhances SR-BI lipid uptake from DiI-HDL | hit rate 0.096% among 320,000 | activation, % at 12.5 µM | CHO ldlA[mSR-BI] cells, DiI-HDL uptake fluorescence, 3 h; 100 = double the neutral-control signal | AID 504775;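 active means mean replicate activation of at least 60% and every replicate at or above 60%; inconclusive means mean or all-replicate condition met, but not both; inactive means mean below 60% and not all replicates reaching 60%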;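 further: 0% = median plate neutral-control signal and 100% = twice that signal; values of inactives mirror those of a sister screen read the other way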
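material = CHO ldlA[mSR-BI] cells | medium = Ham's F12 with 0.5% BSA, HEPES 25 mM, pH 7.4 | reagent = fluorescent DiI-HDL, 10 µg/mL final | compound dosing = single-point compound dose | incubation = 3 h, 37 °C | measured by = bottom-read fluorescence, 550/595 nm | measure = HDL uptake via cellular fluorescence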
PvdQ acylase: blocks Pseudomonas aeruginosa PvdQ acylase activity | inhibition, % at 10 µM | AID 488965 | hit rate 0.063% among 340,000 | purified PvdQ acylase, fluorescence plate reader; in the data active means inhibition above about 30%, passing the limit was not always enough; inconclusive means no clear call, values can overlap the other calls;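 further: 0% = vehicle neutral wells and 100% = reference inhibitor wells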
Starred values were filed as active, the others as inactive; ? = inconclusive; . = not tested or not shown. An unsorted share of the library; about 4.3% have a hit in one of these screens.

1. COc1ccc(-c2noc(CN(C(=O)C(C)(C)C)C(C)C)n2)cc1
2. CO/N=C/C(c1ncc(C(F)(F)F)cc1Cl)S(=O)(=O)c1ccccc1 (stereo unspecified)
3. CCCCP(=O)(CCCC)Cc1ccccc1O
4. CC1=C(C(=O)NC2CCCc3c2cnn3-c2ccc(F)cc2F)OCCO1 (stereo unspecified)
5. OCCN(Cc1ccccc1)Cc1cccc(F)c1
6. CCCCCN(C(=O)NC(=O)NC(C)CC)S(C)(=O)=O (stereo unspecified)
7. O=C(CNCc1ccccc1)Nc1cccc(Cl)c1Cl
8. CCOc1cc(C(=O)N(C)CC(=O)Nc2cccc(F)c2)ccc1OCC(=O)N1CCOCC1

entry no.,1,2,3,4,5,6,7,8
MITF act,39,8,-6,-25,-9,1,-8,-8
NSD2 HMT inh,0,-1,0,-1,.,-4,12,0
CAL PDZ FP-1,.,-3.0,-0.1,-0.3,-1.9,0.2,0.8,-0.4
Rtt109 HAT inh,-1,3,11,20,-3,4,9,1
PfHsp90 set2,-16,-6,1,15,-19,-3,12,.
CAL PDZ FP-2,-4,-2,-2,-3,.,-4,-4,-4
SR-BI DiI inh,4,-9,-21,8,-12,-33,-13,20
dFosB act,-5,0,5,-2,2,2,-2,10
SR-BI uptake up,-4,9,21,-8,12,33,13,-20
PvdQ acylase,-6,-12,-8,1,-11,-26,3,-2

9. O=c1cnn(-c2ccc(Cl)cc2Cl)c(-c2ccccc2)c1
10. CCCCCCCNC(=O)C1(CC2CC(c3ccc(Cl)cc3)=NO2)CCNCC1 (stereo unspecified)
11. COc1ccc(NS(=O)(=O)c2cccs2)cc1S(=O)(=O)N1CCCCC1
12. OC1CCN(C(c2ccc3ncccc3c2)c2nnnn2C2CCCCC2)CC1 (stereo unspecified)
13. COc1cc(Cl)c(CC(=O)c2c[nH]c3ccccc23)cc1OC
14. Nn1c(Cc2ccc(F)cc2)n[nH]c1=S
15. O=C(Cc1ccc(NC(=O)C2CCCN(C(=O)C3CCCCC3)C2)cc1)Nc1cccc(C(=O)N2CCCC2)c1 (stereo unspecified)
16. CCS(=O)(=O)N1Cc2ccccc2CC1C(=O)Nc1ccc(OC)cc1 (stereo unspecified)

entry no.,9,10,11,12,13,14,15,16
MITF act,-2,-87,-12,-5,-7,8,-11,-1
NSD2 HMT inh,-3,.,-1,.,-1,1,.,0
CAL PDZ FP-1,-0.7,-1.7,-2.4,-1.1,0.0,-2.9,-1.2,-2.6
Rtt109 HAT inh,-5,12,3,-8,-3,5,-6,3
PfHsp90 set2,-96,13,.,1,-32,-9,-9,-7
CAL PDZ FP-2,-1,0,-1,-2,-2,-5,-6,0
SR-BI DiI inh,0,-10,-4,-17,-204,7,58,2
dFosB act,-4,3,-2,-8,16,-11,-6,-3
SR-BI uptake up,0,10,4,17,?,-7,-58,-2
PvdQ acylase,-10,11,-6,-11,-17,11,7,5

17. C=C(C)c1cccc(C(C)(C)NC(=O)NCCN(CC)CC)c1
18. Cc1cc(NC(=O)COc2ccc(C)c(C)c2)no1
19. Cc1ccc(S(=O)(=O)Nc2cc3c4c(c2)CC(=O)N4CCC3)cc1
20. CN(CC(=O)Nc1cc(S(=O)(=O)N2CCCC2)ccc1Cl)Cc1cccs1
21. COc1cccc(CN2CCNC(=O)C2CC(=O)N(C)Cc2nc(C)cs2)c1OC (stereo unspecified)
22. CN(C)C(CNC(=O)C1CCN(S(=O)(=O)c2ccccc2)CC1)c1ccccc1 (stereo unspecified)
23. Cc1ccsc1C(=O)OCC(=O)Nc1c(Cl)cccc1C(F)(F)F
24. Cc1cc(O)c(C(C)C)cc1N=C1CSC(=O)N1

entry no.,17,18,19,20,21,22,23,24
MITF act,16,90*,0,-7,1,1,6,-1
NSD2 HMT inh,9,-2,0,0,0,-1,-1,-7
CAL PDZ FP-1,-1.4,-0.6,-1.7,0.5,-0.4,-0.3,-2.5,.
Rtt109 HAT inh,5,2,-4,13,1,7,-1,-4
PfHsp90 set2,-13,-6,.,-84,19,-38,-7,-15
CAL PDZ FP-2,-1,.,-2,10,.,-7,1,-6
SR-BI DiI inh,0,.,-6,.,-3,-15,-6,2
dFosB act,-2,-1,2,-7,-16,-3,4,1
SR-BI uptake up,0,.,6,.,3,15,6,-2
PvdQ acylase,9,2,-4,5,-4,-9,-5,-7

25. NC(=O)c1ncn([C@@H]2O[C@H](CNCc3ccccc3C#Cc3ccccc3)[C@@H](O)[C@H]2O)n1
26. Cc1nn(-c2ccccc2)c(C)c1C(=O)OCC(=O)Nc1ccc2c(c1)OCO2
27. O=C(Nc1ccccc1)N1CCCC(CNS(=O)(=O)Cc2ccccc2)C1 (stereo unspecified)
28. Cc1cc(C)n2nc(SCC(=O)N3CCCC(C)C3)nc2n1 (stereo unspecified)
29. Cc1cc(C)c2cc(CN(CC3CCCO3)S(=O)(=O)c3ccc4c(c3)OCCO4)c(=O)[nH]c2c1 (stereo unspecified)
30. Cc1nn(C)c(C)c1S(=O)(=O)N1CCC(C(=O)NCC2COc3ccccc3O2)CC1 (stereo unspecified)
31. O=C(NC(=S)Nc1ccc2[nH]ncc2c1)c1ccccc1
32. CC1(C(=O)O)CCC(C(=O)NC2CCCCC2)C1(C)C (stereo unspecified)

entry no.,25,26,27,28,29,30,31,32
MITF act,0,.,2,10,5,-2,41,-11
NSD2 HMT inh,.,2,-5,-2,.,.,-4,-4
CAL PDZ FP-1,-0.3,-0.6,2.9,1.5,-0.7,-1.0,-1.9,-0.2
Rtt109 HAT inh,5,15,-5,0,3,8,2,-4
PfHsp90 set2,-46,-6,3,14,-5,-132,15,8
CAL PDZ FP-2,-1,-2,0,1,-4,.,-4,1
SR-BI DiI inh,7,20,-9,-1,-4,5,9,2
dFosB act,-11,0,-8,8,-13,-1,-3,1
SR-BI uptake up,-7,-20,9,1,4,-5,-9,-2
PvdQ acylase,-11,14,0,-2,-26,-16,5,1

33. CC(C)C(=O)N1CCC(c2nc(-c3ccc(S(=O)(=O)N4CCN(C)CC4)cc3)no2)CC1
34. CC(=O)CSc1nc2c(c(=O)[nH]c(=O)n2C)n1Cc1cccc(Br)c1
35. O=C1CC(c2cc([N+](=O)[O-])ccc2Cl)c2c(ccc3ccccc23)N1 (stereo unspecified)
36. CCCCn1c(SCC(=O)NC2CCS(=O)(=O)C2)nnc1-c1ccc(OC)cc1 (stereo unspecified)
37. COC(=O)C1=C(C(=O)OC)C2(OC1c1cccc(F)c1)C(=O)c1ccccc1C2=O (stereo unspecified)
38. COCCn1c(SCC(=O)c2cc(C)n(C)c2C)nc2ccccc2c1=O
39. CCOc1ccc(CCNC(=O)CS(=O)Cc2nc(-c3ccccc3C)oc2C)cc1OCC (stereo unspecified)
40. O=C(NCCc1nc2ccccc2[nH]1)/C(=C/c1ccco1)NC(=O)c1ccc(Br)o1

entry no.,33,34,35,36,37,38,39,40
MITF act,5,-12,-13,-5,3,28,-1,-11
NSD2 HMT inh,-1,10,0,5,-1,.,0,1
CAL PDZ FP-1,-0.1,-0.7,-1.0,-2.4,-1.1,-1.4,-2.1,0.0
Rtt109 HAT inh,0,0,9,-9,2,-3,-2,-2
PfHsp90 set2,-32,6,-4,4,.,.,-6,-2
CAL PDZ FP-2,-1,57*,.,-1,-2,-3,-3,8
SR-BI DiI inh,-15,4,-28,-15,-3,41,46,.
dFosB act,-2,2,3,-6,-2,5,-5,-1
SR-BI uptake up,15,-4,28,15,3,-41,-46,.
PvdQ acylase,-18,-10,-13,-12,-1,-1,-8,-7

41. COc1ccc(/C=C2\CCC(C3CCCC3)C2=O)cc1 (stereo unspecified)
42. COc1cccc(C2C(C#N)=C(N)Oc3c2oc(CO)cc3=O)c1OC (stereo unspecified)
43. COc1cc(O)ccc1C=O
44. Cc1ccc2cc(CN(Cc3ccco3)C(=O)c3cccs3)c(=O)[nH]c2c1
45. Cc1ccc(NC(=O)C2CCN(c3cnccn3)CC2)cc1
46. Cc1ccc(S(=O)(=O)Cc2ccc(C(=O)N3CCN(Cc4ccccc4)CC3)o2)cc1
47. O=C(CS(=O)(=O)Cc1ccccc1)Nc1ccccn1
48. COc1ccc(N(CC(=O)N2CCN(C)CC2)S(=O)(=O)c2ccccc2)cc1
49. CC(=O)N1N=C(c2ccncc2)OC12CCCCC2
50. O=C(NC(NC(=S)N1CCOCC1)C(Cl)(Cl)Cl)c1ccc(Cl)cc1 (stereo unspecified)
51. CN(CC(=O)Nc1cccc(Cl)c1)S(=O)(=O)c1ccc2c(c1)n(C)c(=O)c(=O)n2C

entry no.,41,42,43,44,45,46,47,48,49,50,51
MITF act,98*,-5,-2,-26,-15,-4,10,-3,-7,-5,-10
NSD2 HMT inh,2,-1,0,5,-2,.,27,-2,-2,-2,5
CAL PDZ FP-1,-1.2,0.2,-0.5,-1.8,0.2,0.9,-3.0,-0.4,-0.4,-4.0,-2.2
Rtt109 HAT inh,0,17,-2,-12,3,4,-2,-2,-1,-7,29
PfHsp90 set2,20,.,19,0,-23,-16,-1,-6,-22,30,10
CAL PDZ FP-2,-1,-2,-5,-2,.,.,-1,-3,-2,-2,4
SR-BI DiI inh,8,-36,-3,-8,-2,9,-1,.,-15,7,8
dFosB act,5,1,-6,-8,-1,-17,1,0,0,5,46*
SR-BI uptake up,-8,36,3,8,2,-9,1,.,15,-7,-8
PvdQ acylase,-6,-7,-5,-7,-7,-11,-9,-4,1,-16,4

5 of the entries above in order of the dFosB act value, highest first:
entry	SMILES	MITF act	NSD2 HMT inh	CAL PDZ FP-1	Rtt109 HAT inh	PfHsp90 set2	CAL PDZ FP-2	SR-BI DiI inh	dFosB act	SR-BI uptake up	PvdQ acylase
50	O=C(NC(NC(=S)N1CCOCC1)C(Cl)(Cl)Cl)c1ccc(Cl)cc1 (stereo unspecified)	-5	-2	-4.0	-7	30	-2	7	5	-7	-16
47	O=C(CS(=O)(=O)Cc1ccccc1)Nc1ccccn1	10	27	-3.0	-2	-1	-1	-1	1	1	-9
48	COc1ccc(N(CC(=O)N2CCN(C)CC2)S(=O)(=O)c2ccccc2)cc1	-3	-2	-0.4	-2	-6	-3	.	0	.	-4
44	Cc1ccc2cc(CN(Cc3ccco3)C(=O)c3cccs3)c(=O)[nH]c2c1	-26	5	-1.8	-12	0	-2	-8	-8	8	-7
46	Cc1ccc(S(=O)(=O)Cc2ccc(C(=O)N3CCN(Cc4ccccc4)CC3)o2)cc1	-4	.	0.9	4	-16	.	9	-17	-9	-11
